# Growth percent in the NCI-60 one-dose screen (48 h, 10 µM unless noted): 100 = growth as untreated, 0 = no growth, -100 = all killed.
# SK-MEL-5 – SK-MEL-5 melanoma; actives 6.4% (n = 80,000); AID 1794755
# SK-MEL-28 – SK-MEL-28 melanoma | actives 4.1% (n = 81,000) | AID 1794761
# MDA-MB-435 – MDA-MB-435 melanoma. AID 1794794. actives 7.8% (n = 82,000)
# LOX IMVI – LOX IMVI melanoma; actives 7.4% (n = 79,000); AID 1794757
# SK-MEL-2 – SK-MEL-2 melanoma | actives 4.7% (n = 77,000)
# UACC-257 – UACC-257 melanoma; AID 1794764; actives 4.4% (n = 78,000)
# MALME-3M – MALME-3M melanoma. actives 5.8% (n = 78,000)
# UACC-62 – UACC-62 melanoma; actives 5.4% (n = 81,000); AID 1794756
# An asterisk follows results filed as active; / = no result given; & = joins results of further samples. How the source made its calls: active means growth percent below 10; inactive means the rest.
SMILES,SK-MEL-5,SK-MEL-28,MDA-MB-435,LOX IMVI,SK-MEL-2,UACC-257,MALME-3M,UACC-62
COc1ccc(OC)c(-c2cc(-c3ccc(Br)s3)[nH]c(=O)c2C#N)c1,97,101,81,99,106,100,97,90
Nc1nc(N)c(Br)c(=O)[nH]1,100&103&142,111&105&120,98&104&115,100&100&100,102&103&117,88&97&111,108&92&99,100&105&109
COc1ccc(Cn2cc3c(c2-c2ccccc2)CCCc2cnoc2-3)cc1OC,89,108,94,105,88,100,92,61
CCC(CC)NCC(C)(C)O,110,115,108,101,110,106,113,94
COc1ccc(/C=C/C(=O)c2ccc(NC(=O)CSc3nnc(-c4cc(OC)c(OC)c(OC)c4)o3)cc2)cc1OC,101,104,103,92,105,109,81,102
CCCCCCCCCCCC(=O)Nc1ccc(SSc2ccc(NC(=O)CCCCCCCCCCC)cc2)cc1,101,128,99,101,133,110,/,/
Nc1ccc(S(=O)(=O)N/N=C/c2ccccc2Cl)cc1,99,124,95,99,/,155,121,94
Clc1cccc(Cl)c1C[N+]12CN3CN(CN(C3)C1)C2,98,110,104,99,100,109,98,101
CC/C(Br)=C(\Br)Cn1cnc2c(Cl)ncnc21,98,98,95,72,94,77,94,88
CS(=O)(=O)Nc1cncc(-c2ccc3ncnc(Nc4ccc(Oc5ccncc5)cc4)c3c2)c1,13,68,79,62,62,60,55,58
COC(=O)/C(=C1/OC(=O)C(c2ccccc2)=C1O)c1ccccc1,98,124,125,112,87,100,119,89
COc1ccc(CCNC2=CC(=O)CCC2)cc1OC,101,111,110,96,/,117,92,109
CCN(CC)c1ccc(C(=O)c2ccccc2)cc1,97,104,105,100,96,96,95,96
COc1ccc(-c2nc3cc(C)ccc3n2CC(=O)N=Nc2c(O)[nH]c3ccccc23)cc1,-93*,-57*,12,-64*,58,-7.3*,-60*,-37*
N=c1ccc(=Nc2ccc(N)c3c(O)c4ccccc4c(O)c23)c2c(=O)c3ccccc3c(=O)c1=2,106,127,117,97,/,102,125,108
Cc1ccc(C(=O)Cc2ccccc2)c(O)c1,108,117,115,98,101,108,115,90
CCCOC(=O)c1ccc(O)c(OC)c1,103,112,101,96,99,97,102,106
CCC1SC2=NCCN2C1(O)c1ccc(Cl)cc1 (configuration not stated),101,107,100,103,/,105,104,106
c1ccc(CSc2nc3ncncc3[nH]2)cc1,129,99,105,92,120,103,105,112
CN(C)C1CCN(C(=O)c2ccc(NC(=O)Nc3ccc(-c4nc(N5CCOCC5)c5cccn5n4)cc3)cc2)CC1,-64*,-22*,2.0*,-2.2*,-7.7*,-18*,-33*,-44*
Cn1c([N+](=O)[O-])cnc1/C=C1\Oc2cc(Cl)ccc2C1=O,-77*,-9.7*,-78*,-60*,-55*,-42*,-57*,7.2*
CC(C)(C)c1cc(-c2cc(C(C)(C)C)c(O)c(C(C)(C)C)c2)cc(C(C)(C)C)c1O,103,100,114,110,101,73,89,93
COc1ccc(/C(C)=N/OC(=O)c2sc3ccccc3c2Cl)cc1CN1CCOCC1,104,103,105,98,/,106,88,108
COc1ccc(C(=O)CSc2nc(-c3cc4ccccc4o3)cc(-c3ccc(Cl)cc3)c2C#N)cc1,88,98,102,89,83,117,85,90
Cc1c(Cl)c(S(N)(=O)=O)cc2c1NC(c1ccccc1)=NS2(=O)=O,114,106,104,97,114,/,101,98

# Whole records, quoted from the list. Order of values: SK-MEL-5	SK-MEL-28	MDA-MB-435	LOX IMVI	SK-MEL-2	UACC-257	MALME-3M	UACC-62
# N=c1ccc(=Nc2ccc(N)c3c(O)c4ccccc4c(O)c23)c2c(=O)c3ccccc3c(=O)c1=2 as listed: 106	127	117	97	/	102	125	108
# Nc1ccc(S(=O)(=O)N/N=C/c2ccccc2Cl)cc1 as listed: 99	124	95	99	/	155	121	94
# COC(=O)/C(=C1/OC(=O)C(c2ccccc2)=C1O)c1ccccc1 as listed: 98	124	125	112	87	100	119	89

# Going on with the list.
SMILES,SK-MEL-5,SK-MEL-28,MDA-MB-435,LOX IMVI,SK-MEL-2,UACC-257,MALME-3M,UACC-62
C/C=C(\C)C(C(=O)NC1CCCCC1)N(C(=O)C1CCc2cc(F)ccc2O1)c1ccc(Br)c(C(F)(F)F)c1 (configuration not stated),96,/,99,90,99,81,98,82
O=C(Nc1ccccn1)C(O)c1ccccc1 (configuration not stated),106,121,102,101,141,108,119,97
O=C(NC(=S)n1oc(=O)c2ccccc21)c1ccccc1,98,109,102,94,113,102,91,85
CC1=C(C)C(=O)C(Nc2cccc(C(F)(F)F)c2)=C(Br)C1=O,81,105,103,6.6*,104,88,101,81
C=C(C)[C@@H]1CC[C@]2(COC(C)=O)CC[C@]3(C)[C@H](CC[C@@H]4[C@@]5(C)CCCN(C(C)=O)C(C)(C)[C@@H]5CC[C@]43C)[C@@H]12,85,97,4.8*,-98*,61,60,51,-2.5*
CN(C)c1cccc(C(=O)O)c1,101,106,107,97,101,105,109,98
COc1cc(Nc2ccnc(NCCNc3ccnc4cc(Cl)ccc34)n2)cc(OC)c1,-93*,-95*,-51*,-37*,49,/,-68*,51
Cc1ccc(NCN2C(=O)c3ccccc3C2=O)c(C)n1,100,116,105,104,124,105,/,109
Nc1nc(-c2n[nH]c(=S)n2-c2ccccc2)cs1,100,115,106,98,/,96,104,109
COc1ccc(-c2nc3ncccn3c2/C=C/C(=O)c2cc(OC)c(OC)c(OC)c2)cc1,-83*,-47*,15,0.0*,0.7*,41,62,-17*
CC(=O)Oc1cccc(C(=O)O)c1OC(C)=O,99,100,99,100,116,102,102,96
CON(C)c1nc(N(C)O)nc(N2CCOCC2)n1,93,95,96,78,74,84,92,93
C#CCOc1ccc(/C=N/Nc2nc(-c3cc(Cl)ccc3Cl)cs2)cc1,98,110,102,98,113,103,99,80
CN(C)CCOc1cccc(-c2nc3sccn3c2-c2ccnc(S(C)(=O)=O)n2)c1,98,100,97,92,117,106,101,91
CCOC(=O)C1=C(NCc2ccccc2)S(=O)c2cc(OC)ccc21 (configuration not stated),99,101,100,94,99,92,76,92
Cc1cnnn1-c1nonc1-n1cccc1,119,112,107,101,115,96,104,104
COc1ccc(-c2c3c(N)nc(-c4cccnc4)nc3nc3c2c(C)nn3-c2ccccc2)cc1,96,84,92,96,101,/,100,92
COc1ccc(Nc2ccnc(N)n2)cc1,100,106,112,97,101,83,109,94
c1ccc2nc(N3CCCC3)c(N3CCCCC3)nc2c1,101,98,114,94,94,106,/,87
CC1(C)CC(=O)c2c(nn(-c3ccccc3)c2-c2cn(-c3ccccc3)nc2-c2cccnc2)C1,107,109,110,94,101,113,96,85
O=c1n(CCCN2CCN(c3cccc(Cl)c3)CC2)nc2ccccn12,93,96,99,89,109,/,93,97
Cc1ccc2[nH]c(=O)c(C(c3ccc(Cl)cc3)c3c(O)c4cc(C)ccc4[nH]c3=O)c(O)c2c1,92,100,93,84,91,104,94,72
O=C(Nc1cccc2c(O)c(N=Nc3ccc(S(=O)(=O)Nc4nccs4)cc3)cc(N=Nc3ccc(S(=O)(=O)Nc4nccs4)cc3)c12)C(Cl)Cl,85,83,106,67,53,81,138,89
CCCCCn1c(=O)c2c(nc(NCCc3ccc(OC)c(OC)c3)n2C)n(C)c1=O,86,98,91,/,100,96,107,90
CC(=O)Cc1ncn(-c2cc(C)on2)n1,/,109,105,/,/,94,102,114

# As a working copy, six of the compounds above.
SMILES,SK-MEL-5,SK-MEL-28,MDA-MB-435,LOX IMVI,SK-MEL-2,UACC-257,MALME-3M,UACC-62
C/C=C(\C)C(C(=O)NC1CCCCC1)N(C(=O)C1CCc2cc(F)ccc2O1)c1ccc(Br)c(C(F)(F)F)c1 (configuration not stated),96,/,99,90,99,81,98,82
O=C(Nc1ccccn1)C(O)c1ccccc1 (configuration not stated),106,121,102,101,141,108,119,97
O=C(NC(=S)n1oc(=O)c2ccccc21)c1ccccc1,98,109,102,94,113,102,91,85
CC1=C(C)C(=O)C(Nc2cccc(C(F)(F)F)c2)=C(Br)C1=O,81,105,103,6.6*,104,88,101,81
C=C(C)[C@@H]1CC[C@]2(COC(C)=O)CC[C@]3(C)[C@H](CC[C@@H]4[C@@]5(C)CCCN(C(C)=O)C(C)(C)[C@@H]5CC[C@]43C)[C@@H]12,85,97,4.8*,-98*,61,60,51,-2.5*
CN(C)c1cccc(C(=O)O)c1,101,106,107,97,101,105,109,98

# (listing goes on)
SMILES,SK-MEL-5,SK-MEL-28,MDA-MB-435,LOX IMVI,SK-MEL-2,UACC-257,MALME-3M,UACC-62
O=C1c2cccc3cccc(c23)C(=O)N1C/C=C/c1ccc2c3c(cccc13)C(=O)N(CCN1CCOCC1)C2=O,100,106,99,102,107,94,99,103
CCN(CC)CCC(O)(c1ccc2c(c1)OCO2)c1cc(OC)c(OC)c(OC)c1 (configuration not stated),106,111,106,97,107,103,125,104
O=C1/C(=C/c2ccccn2)CCc2ccccc21,97,111,88,86,105,105,103,98
O=C1COc2ccccc2C(=O)N1CCCCN1CCCCC1,99,96,104,91,95,102,94,92
O=c1c2cc(F)ccc2nc2n1CCO2,101,109,105,100,/,92,103,106
Nc1nc2ccc(OC(F)(F)F)cc2o1,101,107,107,97,113,101,113,111
CCCCN(CCCC)CCC(=O)c1ccc2cc(Br)c3ccccc3c2c1,46,105,102,70,/,97,/,86
c1ccc([P+](CCC[P+](c2ccccc2)(c2ccccc2)c2ccccc2)(c2ccccc2)c2ccccc2)cc1,75,75,39,87,71,37,66,62
COc1ccc(OC)c(NC(=O)CC(C)=O)c1,107,108,111,103,108,102,118,98
COS(=O)(=O)C1C(=O)C2(C)CCC1C2(C)C (configuration not stated),105,107,101,99,96,100,/,/
O=C(Nc1nc2ccc([N+](=O)[O-])cc2s1)Nc1ccccc1Br,-3.2*,49,38,45,48,30,15,32
CCOC(=O)C1=C(C)N=C2Sc3cc(Cl)ccc3N2C1c1cn[nH]c1-c1ccc(F)cc1 (configuration not stated),94,113,108,83,75,82,124,71
Cc1cc(Cl)cc(Cl)c1C(=O)O,103,110,107,101,103,114,103,101
O=S(=O)(c1ccc(Cl)cc1)N1CCN(c2nccc(-c3c(-c4cccc(F)c4)nc4sccn34)n2)CC1,71,108,90,100,98,94,116,70
COc1cc(/C=C/C(=O)c2ccc(NC(=O)COc3cccc4cccnc34)cc2)cc(OC)c1OC,73,95,88,42,97,75,70,70
NC(=S)N/N=C/c1ccc(O)c(C(=O)O)c1,/,104,99,99,138,101,95,96
O=C(O)C1(NO)CCCC1,106,110,103,104,89,59,105,/
Cc1[nH]n(-c2ccccc2Cl)c(=O)c1/C=C1\C=Nc2ccccc21,102,/,109,100,120,123,115,83
COCCn1cc(-c2csc(-c3c[nH]c4ccccc34)n2)c2cccnc21,8.9*,64,2.9*,34,18,46,52,55
CN(C)c1ccc(N=Nc2cccc3ccccc23)cc1,94,103,99,96,100,96,101,84
COc1cc(C2C=C(c3ccccc3)Nc3nc(SC)[nH]c(=O)c32)ccc1Oc1ccnc2cc(Cl)ccc12 (configuration not stated),73,86,64,90,76,77,90,65
CCCn1c(=O)c(CCc2ccccc2)nc2c1c(=O)[nH]c(=O)n2Cc1ccccc1,97,116,103,88,120,100,/,87
NC(N)=N/N=C(/c1ccccc1)c1ccc(F)cc1,-19*,35,-19*,19,-15*,/,37,4.0*
C(=N\N=C\c1c[nH]c2ccccc12)/c1c[nH]c2ccccc12,102&100,110&101,106&105,90&92,101&105,107&104,96&94,101&101
CC(C)CCCCCCCCCCCSCNc1ccc(S(=O)(=O)c2ccc(NCSCCCCCCCCCCCC(C)C)cc2)cc1,105,103,109,97,109,111,99,104
CC[C@H](CC[C@@H](C)C1CC[C@H]2[C@@H]3CC=C4C[C@@H](OP(=O)(N5CC5)N5CC5)CC[C@]4(C)[C@H]3CC[C@]12C)C(C)C (some centres not stated),99,128,146,104,78,122,120,83

# Assay outcomes: PubChem, NCI
